Assay outcomes (PubChem)
Growth percent in the NCI-60 one-dose screen (48 h, 10 µM unless noted): 100 = growth as untreated, 0 = no growth, -100 = all killed.
DU-145 = DU-145 prostate cancer. 4.2% of 81,000 active
OVCAR-4 = OVCAR-4 ovarian cancer cells; 3.7% of 80,000 active
OVCAR-3 = OVCAR-3 ovarian cancer. AID 1794787. 7% of 79,000 active
SF-295 = SF-295 CNS cancer cells; 5.6% of 79,000 active
SK-OV-3 = SK-OV-3 ovarian cancer cells. 3.2% of 80,000 active. AID 1794785
PC-3 = PC-3 prostate cancer cells; 3.9% of 80,000 active; AID 1794754
OVCAR-5 = OVCAR-5 ovarian cancer; 2.9% of 82,000 active; AID 1794783
OVCAR-8 = OVCAR-8 ovarian cancer | 4.4% of 81,000 active
U251 = U251 CNS tumor cells | 5.4% of 80,000 active
* = called active by the depositor; nt = no result given. The calls were made as follows: active = growth percent below 10; inactive = the rest.

1. C/C(=N\O)[C@H]1CC[C@H]2[C@@H]3CC[C@@H]4C/C(=N/O)CC[C@]4(C)[C@H]3[C@@](C)(O)C[C@]12C
2. COc1cc2cn3c4ccc(O)cc4nc(N)c3c2cc1OC
3. CC1CCC[N+]2(CCCCC2)CC1 (stereo not given)
4. COc1ccc(C2=C/C(=C\c3ccccc3)C(=O)NN2C(=S)NN)cc1
5. COc1cc(NC(=O)Nc2cccc(-c3cc(=O)c4c(OC)c(OC)c(OC)cc4o3)c2)cc(OC)c1OC
6. CCOC(=O)C1=C(CN2CCCC2)N(C)C(=O)NC1c1ccccc1 (stereo not given)
7. COc1cccc(-c2c(C#N)nnn2-c2cccc(Cl)c2)c1
8. O=C1CCC(N2Cc3c(NCc4ccc(-c5ccccc5)cc4)cccc3C2=O)C(=O)N1 (stereo not given)
entry no.	1	2	3	4	5	6	7	8
SF-295	91	9.4*	104	96	47	92	nt	82
U251	105	4.6*	110	97	28	105	90	50
SK-OV-3	112	27	100	105	111	109	90	103
OVCAR-3	109	1.3*	108	105	40	107	105	83
OVCAR-5	107	45	102	110	79	99	102	84
OVCAR-8	79	30	95	98	38	113	95	35
OVCAR-4	nt	39	100	100	66	103	86	70
PC-3	97	36	97	97	45	106	87	50
DU-145	104	nt	109	106	39	105	105	85

9. CCOC(=O)c1oc2cc(O)cc(C)c2c1C
10. CCC(CC)CC1CCCCC1=O (stereo not given)
11. NC(=S)NN=C1CCCCCCCC1
12. C=Cn1c(C(=O)c2c[nH]c3ccccc23)n[nH]c1=S
13. CCCCSc1nc(N/N=C/c2cccc(Br)n2)c(C#N)c(-c2ccc(OC)cc2)n1
14. CCCSSSCCC
15. NC1(S(=O)(=O)O)C(=O)Nc2ccccc21 (stereo not given)
16. COc1ccc(Nc2nc(/N=C/c3ccc(C)cc3)n[nH]2)cc1
entry no.	9	10	11	12	13	14	15	16
SF-295	103	96	116	102	94	98	103	105
U251	102	102	96	106	92	99	98	100
SK-OV-3	106	114	112	90	105	101	nt	107
OVCAR-3	110	112	119	92	100	104	102	119
OVCAR-5	97	110	98	124	109	98	99	105
OVCAR-8	112	109	107	96	90	99	101	107
OVCAR-4	101	101	97	94	90	99	103	106
PC-3	95	98	89	86	80	93	90	102
DU-145	109	112	118	102	94	102	107	112

Entries by screen from above.
Entries 9 to 16 in OVCAR-8 read 112, 109, 107, 96, 90, 99, 101, 107
Entries 9 to 16 in DU-145 read 109, 112, 118, 102, 94, 102, 107, 112

Later entries:
17. COc1ccc(NC(=O)N=Nc2c(O)[nH]c3ccccc23)cc1
18. COc1ccc(C(=O)CSc2nc(Nc3ccc(S(N)(=O)=O)cc3)cc(-c3ccccc3)n2)cc1
19. Cn1c(-c2cnc3[nH]ncc3c2)nnc1N1CCC(c2cccc(F)c2F)CC1
20. COc1cc2c(c(O)c1OC)C1Cc3ccc(OC)c(OC)c3CN1CC2 (stereo not given)
21. CC(=O)NN1C(=O)c2ccccc2C1=O
22. CC(C)(C(N)=O)N1CCN(c2ccccc2)CC1
23. COc1ccc(-c2nnc(N3CCN(C(=O)CN4CCN(c5ccc(OC)cc5)CC4)CC3)nc2-c2ccc(OC)cc2)cc1
24. Cc1ccc(Cc2cnc(NC(=O)/C=C/c3ccc(Cl)c(Cl)c3)s2)cc1
entry no.	17	18	19	20	21	22	23	24
SF-295	94	98	97	59	90	107	-61*	98
U251	96	102	103	nt	106	106	4.4*	nt
SK-OV-3	94	99	nt	103	91	110	101	105
OVCAR-3	99	nt	102	121	104	112	-96*	116
OVCAR-5	93	99	100	94	91	109	111	95
OVCAR-8	97	101	102	91	107	107	-55*	106
OVCAR-4	103	100	99	99	101	102	-48*	102
PC-3	94	98	98	78	87	100	-96*	96
DU-145	106	104	105	125	101	118	-16*	107

25. CN(C)CCCN1CN(CCCN(C)C)CN(CCCN(C)C)C1
26. N#Cc1c(N2CCOCC2)nc(=S)[nH]c1-c1ccccc1
27. c1ccc(COc2cccc(-c3nc4sccn4c3-c3ccccc3)c2)cc1
28. NS(=O)(=O)c1ccc(Nc2ccnc(SCC(=O)c3ccc(F)cc3)n2)cc1
29. CCn1c(SCC(=O)Nc2cccc(C(=O)/C=C/c3ccc(OC)cc3)c2)nc2ccccc2c1=O
30. Clc1ccc(-n2ccc(-c3nn[nH]n3)n2)cc1
31. CSc1cc(Cl)nc(N)n1
32. COc1cc(C(=O)/C=C/c2ccc(Oc3ccc(Cl)cc3)cc2)cc(OC)c1OC
entry no.	25	26	27	28	29	30	31	32
SF-295	100	55	92	105	99	92	97	105
U251	106	78	101	93	98	107	111	98
SK-OV-3	98	64	100	92	117	109	107	106
OVCAR-3	109	67	111	105	91	104	122	98
OVCAR-5	84	72	101	102	95	100	107	111
OVCAR-8	111	82	100	89	92	103	99	89
OVCAR-4	107	77	119	98	80	103	108	80
PC-3	100	47	92	88	81	98	97	85
DU-145	115	88	125	101	87	116	114	89

Profiles, quoted from the list:
CC(C)(C(N)=O)N1CCN(c2ccccc2)CC1 is listed with SF-295: 107; U251: 106; SK-OV-3: 110; OVCAR-3: 112; OVCAR-5: 109; OVCAR-8: 107; OVCAR-4: 102; PC-3: 100; DU-145: 118
Clc1ccc(-n2ccc(-c3nn[nH]n3)n2)cc1 is listed with SF-295: 92; U251: 107; SK-OV-3: 109; OVCAR-3: 104; OVCAR-5: 100; OVCAR-8: 103; OVCAR-4: 103; PC-3: 98; DU-145: 116

(cont.)
33. Cc1ccc(-c2nn(-c3ccccc3)cc2C2CC(c3cc4ccccc4oc3=O)=NN2C(N)=S)cc1 (stereo not given)
34. CC1(C)SC(C)(C)N(C=O)C1C(=O)O (stereo not given)
35. Cc1ccc(S(=O)(=O)n2ccc(-c3ccc(OCCCF)cc3)n2)cc1
36. O=C1OCC/C1=C\c1ccc2c(c1)OCO2
37. Cc1ccc(CN(C)C)o1
38. O=C(NO)c1ccc(CN2CC(=O)N(Cc3ccccc3)[C@H](Cc3ccccc3)C2=O)cc1
39. c1ccc(-c2ccc(-c3nccc4ccccc34)[nH]2)cc1
40. OCCNCCNC(Cc1ccc(Cl)cc1)c1ccccc1 (stereo not given)
entry no.	33	34	35	36	37	38	39	40
SF-295	91	98	84	106	104	100	92	92
U251	80	97	85	103	90	81	87	94
SK-OV-3	88	113	107	94	74	nt	86	81
OVCAR-3	nt	108	nt	123	101	80	86	94
OVCAR-5	101	103	110	136	74	98	98	64
OVCAR-8	84	103	88	146	100	75	86	101
OVCAR-4	83	110	73	100	98	66	83	96
PC-3	79	96	73	nt	64	77	88	55
DU-145	95	109	99	113	107	87	114	100

41. O=C(O)c1ccccc1N/C=C/C(=O)c1cc2cc(Br)ccc2oc1=O
42. COC(=O)CSC1=C(C)C(=O)c2ccccc2C1=O
43. NC(=O)c1c(NC(=O)c2ccc(C(F)(F)F)cc2Cl)sc2c1CCC(=O)C2
44. CCCCC(O)Cn1ncc(C(=O)OCC)c1NC(=O)NCc1cccc(F)c1 (stereo not given)
45. N=C1C(=O)NC(=O)C1c1ccccc1 (stereo not given)
46. COc1cccc(C2CC(c3ccc(Nc4nc(Nc5ccc(Cl)cc5)nc(Nc5ccc(Cl)cc5)n4)cc3)=NN2C(C)=O)c1 (stereo not given)
47. N#Cc1c(NC(=O)c2cccc(C(F)(F)F)c2F)sc2c1CCC(=O)C2
48. CC(=O)N[C@H](C(=O)N[C@@H](CCCNC(=N)N)C(=O)N[C@@H](CCCCN)C(=O)N[C@@H](CCCNC(=N)N)C(=O)NC(C(=O)N[C@@H](CC(C)C)C(=O)N[C@@H](CCCNC(=N)N)C(=O)N[C@@]1(C)CCC/C=C\CCC[C@@](C)(C(=O)N[C@@H](CCCNC(=N)N)C(=O)N[C@@H](CCC(=O)O)C(=O)N[C@@H](CC(C)C)C(=O)N[C@H](C(=O)N[C@@H](CCC(=O)O)C(N)=O)C(C)C)NC(=O)[C@H](CCC(N)=O)NC(=O)[C@H](CC(C)C)NC(=O)[C@H](CC(C)C)NC1=O)[C@@H](C)O)C(C)C (stereo not given in full)
entry no.	41	42	43	44	45	46	47	48
SF-295	107	104	-27*	102	128	92	-19*	-4.3*
U251	105	93	-5.5*	94	99	104	0.1*	-36*
SK-OV-3	115	105	-6.7*	nt	102	110	5.3*	53
OVCAR-3	106	73	-57*	117	116	108	-41*	17
OVCAR-5	112	108	-42*	101	98	96	-6.1*	25
OVCAR-8	104	93	10	99	97	98	12	9.1*
OVCAR-4	97	75	-75*	95	108	99	-36*	76
PC-3	98	79	-69*	96	94	91	-44*	-75*
DU-145	109	112	19	104	122	120	25	-58*

49. CCCCCCCCCCCC(=O)NCCCN(C)C
50. O=C1CSC(c2ccc(Br)cc2)Nc2n[nH]c(-c3ccccc3)c21 (stereo not given)
51. Cc1ccc(C(=O)C2=C(O)C(=O)N(Cc3cccnc3)C2c2ccccc2F)o1 (stereo not given)
52. N#CC1(Nc2ccc3c4c(cccc24)CC3)CCCCC1
53. CCOc1cccc(NC(C)=O)c1
54. CC(=O)n1nc(C(=O)OCc2ccccc2C)c2ccccc21
55. CC(=O)Nc1ccc(S(=O)(=O)CC(=O)CS(=O)(=O)c2ccc(NC(C)=O)cc2)cc1
56. CCC(=O)Nc1ccccc1C#C/C=C\C#Cc1ccccc1C(F)(F)F
entry no.	49	50	51	52	53	54	55	56
SF-295	96	nt	93	99	95	93	102	29
U251	75	97	92	100	94	103	97	35
SK-OV-3	96	105	95	nt	100	87	114	52
OVCAR-3	108	108	97	111	103	101	112	70
OVCAR-5	91	112	101	110	98	100	96	54
OVCAR-8	94	nt	93	100	108	99	98	106
OVCAR-4	96	107	106	nt	107	92	100	86
PC-3	75	83	97	91	100	90	93	nt
DU-145	107	116	105	103	105	113	110	40

57. O=C(/C=C/c1cccnc1Cl)c1ccccc1O
58. COc1cccc(-c2nn(-c3ccccc3)cc2-c2ccnc(NCCNS(=O)(=O)c3ccc(C(F)(F)F)cc3)c2)c1
59. CCCCCCCCCCCC[n+]1ccc2ccccc2c1
60. COc1ccc2c(c1)CCc1cnoc1-2
61. Cc1ccc(-c2nnc(-c3cccc4ccccc34)o2)cc1
62. CCN(CC)C(=O)Cn1cc(C(=O)OC)nn1
63. Cc1cc(Nc2nc(SCc3ccc(C(=O)Nc4ccc(F)cc4N)cc3)nn3cccc23)n[nH]1
64. Cc1cc(C)c2cc3cccc[n+]3cc2c1
entry no.	57	58	59	60	61	62	63	64
SF-295	95	3.0*	-40*	107	nt	113	18	104
U251	84	15	-53*	108	100	101	25	92
SK-OV-3	98	25	-26*	109	88	96	18	105
OVCAR-3	98	7.0*	-70*	126	98	111	11	107
OVCAR-5	100	25	7.4*	104	100	102	52	116
OVCAR-8	101	16	-37*	104	102	104	15	100
OVCAR-4	89	31	-17*	111	97	92	41	101
PC-3	81	5.7*	-34*	100	90	99	28	106
DU-145	104	47	8.4*	110	105	107	20	110

65. O=CC1CCCO1 (stereo not given)
66. Sc1nc2ccccc2s1 (tested in a mixture with another compound)
67. CN=C(NC)c1ccc(NC(=O)/C=C\c2ccc(/C=C/C(=O)Nc3ccc(C(=NC)NC)cc3)cc2)cc1
68. O=C(Cn1cc(CNC(=O)c2ccc3ccc4ccc(C(=O)NCc5cn(CC(=O)c6ccc(Br)cc6)nn5)nc4c3n2)nn1)c1ccc(Br)cc1
69. O=C(O)CCc1cccc2c1OCO2
70. CN(Cc1cc(Br)c(O)c(Br)c1)Cc1cc(Br)c(O)c(Br)c1
entry no.	65	66	67	68	69	70
SF-295	99	106	45	102	100	103
U251	94	99	nt	98	105	95
SK-OV-3	98	104	93	75	102	95
OVCAR-3	112	121	90	111	110	104
OVCAR-5	119	95	96	97	99	96
OVCAR-8	94	100	nt	98	105	108
OVCAR-4	99	97	91	117	112	101
PC-3	95	77	76	94	100	88
DU-145	120	112	85	107	111	113

By substructure: those above containing a Cl atom (9)
7. COc1cccc(-c2c(C#N)nnn2-c2cccc(Cl)c2)c1
24. Cc1ccc(Cc2cnc(NC(=O)/C=C/c3ccc(Cl)c(Cl)c3)s2)cc1
30. Clc1ccc(-n2ccc(-c3nn[nH]n3)n2)cc1
31. CSc1cc(Cl)nc(N)n1
32. COc1cc(C(=O)/C=C/c2ccc(Oc3ccc(Cl)cc3)cc2)cc(OC)c1OC
40. OCCNCCNC(Cc1ccc(Cl)cc1)c1ccccc1 (stereo not given)
43. NC(=O)c1c(NC(=O)c2ccc(C(F)(F)F)cc2Cl)sc2c1CCC(=O)C2
46. COc1cccc(C2CC(c3ccc(Nc4nc(Nc5ccc(Cl)cc5)nc(Nc5ccc(Cl)cc5)n4)cc3)=NN2C(C)=O)c1 (stereo not given)
57. O=C(/C=C/c1cccnc1Cl)c1ccccc1O
entry no.	7	24	30	31	32	40	43	46	57
SF-295	nt	98	92	97	105	92	-27*	92	95
U251	90	nt	107	111	98	94	-5.5*	104	84
SK-OV-3	90	105	109	107	106	81	-6.7*	110	98
OVCAR-3	105	116	104	122	98	94	-57*	108	98
OVCAR-5	102	95	100	107	111	64	-42*	96	100
OVCAR-8	95	106	103	99	89	101	10	98	101
OVCAR-4	86	102	103	108	80	96	-75*	99	89
PC-3	87	96	98	97	85	55	-69*	91	81
DU-145	105	107	116	114	89	100	19	120	104
